PG9 Ab binder: binds the HIV-1 gp120 antibody PG9; TR-FRET gp120-PG9 antibody binding; inhibition, % at 6.7 µM; 360,000 tested, 0.43% active; AID 624416; in the data active means inhibition above about 8.5%
rCAG RNA binder: r(CAG) repeat RNA binding. TO-PRO-1 dye displacement fluorescence. inhibition, % at 3 µM. 370,000 tested, 1.3% active. AID 651821;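 active means inhibition above the plate cutoff, the mean of all test compounds on that plate plus 3 SD, cut at about 35% in these data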;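 further: 0% = DMSO alone and 100% = 100 µM mitoxantrone as full dye displacement; higher means more dye released from RNA so lower well fluorescence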
SMARCA2 activ: activators of SMARCA2 function; MG213 cells, MMTV-luciferase reporter, dexamethasone, overnight; activation, % at 9.1 µM; 370,000 tested, 1% active; in the data active means activation above about 7.8%;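 further: 0% = vehicle wells and 100% = reference activator wells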
HTRA1 inhibitor: HTRA1 (human) protease inhibition; inhibition, % at 5.96 µM; AID 504803; recombinant HTRA1, FP-rhodamine activity-based probe, fluorescence polarization; Q92743; 340,000 tested, 0.5% active; in the data active means inhibition above about 36%;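 further: 0% = enzyme with DMSO and 100% = wells lacking enzyme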
ABHD4 inh: inhibitors of mouse ABHD4 | inhibition, % at 8.92 µM | 370,000 tested, 0.54% active | AID 720543 | Q8VD66 | purified mABHD4, FP-Rh probe fluorescence polarization;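 active means inhibition exceeding the mean over every tested compound plus 3 SD, cut at about 30% in these data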;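 further: 0% = plate median of compound wells and 100% = S159A mutant with DMSO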
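Assay system: Wild-type mouse ABHD4 protein | Medium: HEPES pH 7.0 buffer, 150 mM NaCl, 0.01% Pluronic F-127 | Incubation: Enzyme–compound pre-incubation 45 min, then probe 60 min, both 25 °C | Technique: Fluorescence polarization with parallel and perpendicular emission, 525/598 nm | Evaluation: % inhibition of FP-Rh probe binding versus controls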
Rev-erbA mod: modulates human Rev-erb alpha binding to DNA; activity, % at 10 µM; Rev-erbα–FITC-DNA binding, fluorescence polarization, 90 min; 370,000 tested, 0.79% active; P20393;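 active means activity above about 14%, limit read from the data; passing the limit was not always enough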;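 further: 0% = DMSO wells with 35 nM protein and 100% = DMSO wells with 750 nM protein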
GC-A act: GC-A (human) enzyme activation; AID 1671463; HEK293 GC-A cells, cGMP TR-FRET, EC30 ANP; 0% at EC30 ANP, 100% saturating ANP; 370,000 tested, 0.14% active; activation, % at 10 µM; in the data active means activation above about 40%
ARFGAP1 inh: inhibits rat ARF GTPase activating protein 1 | 360,000 tested, 0.26% active | Arfgap1-stimulated ARF1 GTP hydrolysis, GDP FP detection | Q62848 | AID 651572 | inhibition, % at 16.5 µM;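 active means inhibition above a per-plate limit, mean inhibition of low control wells plus 3 SD, cut at about 25% in these data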;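 further: 0% = DMSO wells with enzyme and 100% = wells lacking Arfgap1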
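Material: rat Arfgap1 catalytic domain, aa 1-136; also added: human ARF1(Δ1-17)-GTP substrate; compound dosing: one concentration, 16.5 µM, DMSO 1.26%; incubation: GTP hydrolysis reaction 2 h at 25 °C; measured by: Tracer-displacement fluorescence polarization with EDTA stop, 620/688 nm; evaluation: % inhibition from polarization; repeats: one replicate per compound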
NPR2 activator: GC-B (human) receptor activation. P20594. HEK293-GC-B cells, CNP EC30, cGMP TR-FRET; 0% at EC30 CNP, 100% saturating CNP. activation, % at 10 µM. 370,000 tested, 0.11% active. AID 1920062;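 active means activation at 10 µM reaching about 35% in either raw or pattern-adjusted values, limit read from the data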
Target sequence (P20594 whole entry, looked up): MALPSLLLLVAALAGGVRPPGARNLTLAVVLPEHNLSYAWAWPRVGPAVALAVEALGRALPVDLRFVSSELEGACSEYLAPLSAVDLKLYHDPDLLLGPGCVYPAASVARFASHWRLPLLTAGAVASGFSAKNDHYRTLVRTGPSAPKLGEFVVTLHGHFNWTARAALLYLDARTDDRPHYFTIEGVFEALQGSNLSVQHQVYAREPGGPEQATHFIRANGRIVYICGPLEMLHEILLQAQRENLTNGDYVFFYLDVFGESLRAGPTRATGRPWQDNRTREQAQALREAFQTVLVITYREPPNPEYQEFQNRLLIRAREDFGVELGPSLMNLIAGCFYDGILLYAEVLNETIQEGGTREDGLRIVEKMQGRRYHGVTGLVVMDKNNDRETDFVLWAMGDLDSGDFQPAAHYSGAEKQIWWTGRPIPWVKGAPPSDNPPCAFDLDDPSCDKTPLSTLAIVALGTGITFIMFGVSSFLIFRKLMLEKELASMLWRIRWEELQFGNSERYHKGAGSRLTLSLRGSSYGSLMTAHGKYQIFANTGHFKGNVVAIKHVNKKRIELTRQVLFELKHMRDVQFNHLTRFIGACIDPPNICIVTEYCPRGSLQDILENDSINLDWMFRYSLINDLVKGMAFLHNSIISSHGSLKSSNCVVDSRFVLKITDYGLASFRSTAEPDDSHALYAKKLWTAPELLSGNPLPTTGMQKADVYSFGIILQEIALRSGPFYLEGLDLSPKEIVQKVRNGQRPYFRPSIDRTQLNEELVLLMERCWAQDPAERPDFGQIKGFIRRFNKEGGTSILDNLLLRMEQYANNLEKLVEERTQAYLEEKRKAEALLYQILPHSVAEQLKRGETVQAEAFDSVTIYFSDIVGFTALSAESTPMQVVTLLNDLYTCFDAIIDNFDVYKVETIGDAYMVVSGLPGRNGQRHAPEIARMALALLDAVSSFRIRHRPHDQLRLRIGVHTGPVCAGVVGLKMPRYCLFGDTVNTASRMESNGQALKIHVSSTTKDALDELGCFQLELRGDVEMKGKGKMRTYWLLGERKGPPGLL
ASAP1 inh: blocks human ASAP1-stimulated Arf1 GTP hydrolysis; GDP FP detection; inhibition, % at 16.5 µM; 360,000 tested, 0.19% active; in the data active means inhibition above about 25%;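 further: 0% = vehicle with enzyme and substrate and 100% = no enzyme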
Active calls of the source: *; x = no result given.

SMILES | PG9 Ab binder | rCAG RNA binder | SMARCA2 activ | HTRA1 inhibitor | ABHD4 inh | Rev-erbA mod | GC-A act | ARFGAP1 inh | NPR2 activator | ASAP1 inh
O=C(CSc1nc2ccccc2[nH]1)Nc1ccccc1F | 0.5 | -1 | -1 | -4 | 1 | -1 | -1 | -11 | -3 | -1
CC(=O)Nc1nnc(CCS(=O)(=O)c2ccc(C)c(C)c2)s1 | -1.9 | 0 | -5 | 5 | -13 | -2 | 5 | -9 | -2 | 11
COC(=O)[C@]12C[C@H](CC(=O)NCCCCc3ccccc3)C(=O)N(Cc3ccc(Cl)cc3Cl)C1=C[C@H](C(C)(C)C)O[C@@H]2C | x | 3 | -3 | x | 2 | 4 | -1 | x | -3 | x
CCOc1ccc(CN(C)CC(=O)Nc2ccc3c(c2)CCC3)cc1OC | 1.7 | -9 | -5 | -4 | 5 | -7 | 3 | 6 | 1 | -1
CCCCN(C(C)=O)c1c(CC)nc2ccc(C(=O)NCCc3ccccn3)cn12 | -0.6 | 0 | -4 | x | -3 | -6 | -3 | -3 | -1 | -14
Nc1cc2c(cc1C(=O)c1ccccc1F)OCCO2 | -1.2 | -4 | -1 | 1 | 2 | -1 | 9 | 2 | 1 | 7
O=C(Nc1nc(-c2ccccc2)c(C(=O)c2ccccc2)s1)c1ccc(S(=O)(=O)N2CCCCC2)cc1 | -0.3 | 2 | 0 | 0 | -1 | 23* | 0 | 7 | 2 | -3
O=[N+]([O-])c1ccc(O)c(C=Nc2ccc3c(c2)OCO3)c1 | -0.9 | 8 | 6 | 10 | 7 | 7 | -5 | 1 | -1 | 0
CC1(C)CC(NC(=O)COc2cc3oc(=O)c4c(c3cc2Cl)CCC4)CC(C)(C)N1 | -2.5 | 9 | 1 | -10 | -3 | 11 | -13 | 4 | -10 | 6
O=C(/C=C/c1ccco1)NCCCN1CCOCC1 | -0.8 | -1 | -1 | 7 | -11 | 0 | 1 | 1 | 0 | -9
COc1ccc(Cl)cc1-c1cc(C(=O)NCc2cc(C(F)(F)F)cc(C(F)(F)F)c2)[nH]n1 | 0.1 | 0 | -3 | x | 0 | -1 | 10 | -2 | 6 | -2
CCC1Sc2ccc(S(=O)(=O)CCC(=O)Nc3cccc(Br)c3)cc2NC1=O (configuration not stated) | 0.9 | 4 | -2 | -19 | 1 | 0 | -29 | 6 | -15 | -8
Cc1ccc(C(=O)OCC(=O)c2ccc(CC(=O)N3CCOCC3)s2)cc1C | -0.5 | 18 | 1 | 1 | -4 | -9 | 2 | 1 | 1 | -4
CC[C@]12c3[nH]c4ccc(OC)cc4c3CCN1C(=O)C(CC(=O)NCCCn1ccnc1)C[C@@H]2C(=O)N1CCN(C(=O)C2CC2)CC1 (some centres not stated) | -1.0 | -1 | -1 | 6 | 3 | 6 | 3 | -11 | -1 | -6
CCOc1cccc(CN2CCC(CCC(=O)NC3CC3)CC2)c1O | -3.4 | -4 | 0 | -18 | -3 | -1 | 6 | 2 | -3 | 2
C=C(C)CN(CC)C(=O)CSc1nc(O)cc(=O)n1C1CCCC1 | 0.6 | 5 | -4 | -4 | 10 | 2 | 2 | 3 | -9 | -4
O=C(NCc1cc(Br)cc(Br)c1OC(=O)c1ccccc1[N+](=O)[O-])c1ccccc1 | 1.7 | 9 | -4 | -36 | -24 | 0 | -1 | 2 | -2 | 0
O=C(CN(Cc1ccccc1)C(=O)c1ccc2c(c1)OCCO2)NCc1ccc2c(c1)OCO2 | 0.2 | -7 | -1 | 6 | 0 | -1 | 1 | 7 | 0 | -20
COc1ccc(Cc2nc(C(=O)Nc3ccccc3)cs2)cc1 | -0.7 | -2 | -1 | -16 | 0 | 0 | 3 | 6 | -6 | -2
COc1cc(OC)cc(C(=O)NCc2n[nH]c(=S)n2-c2ccccc2)c1 | 0.7 | 2 | 0 | 0 | -4 | -5 | 2 | 3 | 2 | 3
FC(F)(F)c1nc(SCc2ccc(Cl)cc2Cl)n[nH]1 | 0.0 | 6 | 0 | 8 | 4 | 0 | 1 | 9 | 3 | 2
N#CC1=C2SCN(Cc3ccco3)CN2C(=O)CC1c1cccc2ccccc12 (configuration not stated) | 0.2 | 37* | 1 | -17 | 3 | -4 | 1 | -5 | 6 | 10
O=C(OCn1nnc2ccccc2c1=O)C1COc2ccccc2O1 (configuration not stated) | 0.6 | -3 | -2 | 0 | -12 | x | x | -14 | x | -5
CCOc1ccc(-c2cc(C(=O)Nc3ccc4c(c3)OCCO4)c3ccccc3n2)cc1 | -0.1 | 9 | -4 | -8 | -8 | 3 | 1 | 5 | -4 | -1
Cc1cc(NS(=O)(=O)c2ccc(C3CCCCC3)cc2)no1 | 3.6 | 25 | -2 | -5 | 2 | 2 | -5 | 3 | 3 | -12

Some of these compounds in order of formula weight, falling.
SMILES | PG9 Ab binder | rCAG RNA binder | SMARCA2 activ | HTRA1 inhibitor | ABHD4 inh | Rev-erbA mod | GC-A act | ARFGAP1 inh | NPR2 activator | ASAP1 inh
Cc1ccc(C(=O)OCC(=O)c2ccc(CC(=O)N3CCOCC3)s2)cc1C | -0.5 | 18 | 1 | 1 | -4 | -9 | 2 | 1 | 1 | -4
O=C(OCn1nnc2ccccc2c1=O)C1COc2ccccc2O1 (configuration not stated) | 0.6 | -3 | -2 | 0 | -12 | x | x | -14 | x | -5
O=C(CSc1nc2ccccc2[nH]1)Nc1ccccc1F | 0.5 | -1 | -1 | -4 | 1 | -1 | -1 | -11 | -3 | -1
O=[N+]([O-])c1ccc(O)c(C=Nc2ccc3c(c2)OCO3)c1 | -0.9 | 8 | 6 | 10 | 7 | 7 | -5 | 1 | -1 | 0

Continued:
SMILES | PG9 Ab binder | rCAG RNA binder | SMARCA2 activ | HTRA1 inhibitor | ABHD4 inh | Rev-erbA mod | GC-A act | ARFGAP1 inh | NPR2 activator | ASAP1 inh
C=CC[C@@H](Cc1ccc(F)cc1)C(=O)OC[C@H]1CCCN1C(=O)[C@@H](CC=C)CC(=O)N(CCO)Cc1ccccc1 | -0.6 | 5 | -5 | -17 | 4 | -3 | -5 | -1 | -6 | 0
CCn1c(O)c(/C=C2\C=NN=C2c2ccccc2)sc1=S | 0.5 | 10 | -2 | -27 | -1 | 1 | 1 | -1 | 2 | -10
Cc1ccccc1C1=Nn2c(nnc2-c2ccco2)SC1 | 0.9 | 0 | 2 | -3 | 3 | 5 | 5 | 3 | -4 | 0
COc1ccc(S(=O)(=O)N2CCOc3ccccc32)cc1 | -0.4 | 0 | -1 | -7 | -7 | 4 | -5 | 17 | 3 | 9
COc1ccc(CCNC(=O)CNS(=O)(=O)c2cccs2)cc1OC | -0.3 | 0 | 0 | -4 | -2 | -2 | 0 | 1 | -3 | -4
COc1cc(/C=N/NC(=O)c2ccncc2)ccc1OCC(=O)Nc1ccccc1 | -2.5 | 4 | -1 | -12 | -5 | -3 | -3 | 3 | 7 | -3
CC(C)(C)OC(=O)N1CCC(CC2CC(c3ccccc3)=NO2)(C(=O)NCc2ccccc2)CC1 (configuration not stated) | -0.3 | 0 | 1 | -17 | -3 | -3 | 0 | 6 | 6 | 4
Nc1nc(N)nc(-c2ccc(Cl)cc2)n1 | -1.2 | 1 | -1 | 1 | 0 | -1 | 3 | -1 | 4 | -13
CCOC(=O)N1CCN(C(=O)CCNS(=O)(=O)c2ccc(C)c(C)c2)CC1 | -1.7 | -2 | 3 | -1 | -3 | -3 | 1 | 13 | 0 | 7
COc1ccc(-c2nnn3c2nc(NCc2ccccc2)c2ccccc23)cc1 | -2.3 | 1 | 0 | -3 | 5 | 23* | 18 | 0 | 17 | 8
CCc1oc2ccccc2c1C(=O)CCN1CCCCC1 | -2.0 | -3 | -2 | 5 | 0 | 1 | -19 | -9 | -20 | -3
CCCNC(=O)c1onc(CSc2ccccc2)c1C(=O)NCCC | -0.9 | -6 | -2 | 0 | -5 | 0 | 0 | -7 | 1 | -7
Cc1cc(C(F)F)n2nc(C(=O)Nc3cc(C)on3)nc2n1 | 0.4 | 4 | 0 | -8 | -1 | 3 | 0 | 2 | 5 | -2
COc1ccc2nc(-c3ccccc3)nc(SC)c2c1 | -0.2 | 4 | 0 | -10 | -2 | 8 | -10 | -9 | 1 | -3
CCOc1ccccc1CN1CCN(CC2CC2)CC1CCO (configuration not stated) | -0.7 | -6 | -2 | 7 | 4 | -4 | 1 | -7 | 4 | 13
O=C(O)CCn1cc(/C=N/O)c(-c2cccc([N+](=O)[O-])c2)n1 | 0.0 | -1 | 0 | 5 | 5 | 1 | 6 | 1 | 2 | -11
COc1ccccc1N1CCN(C(=O)c2ccc3[nH]c(C)c(C)c3c2)CC1 | -0.3 | -4 | -1 | 7 | 9 | -4 | 3 | 1 | 1 | 4
COc1ccc(CCNC(=O)CCNS(=O)(=O)c2cccc(Cl)c2)cc1OC | 1.3 | 3 | -1 | 1 | -2 | -1 | -1 | 5 | 2 | 4
Cc1ccc(C)c(N2CCN(C(=O)CN3C(=S)NC(C)(C)CC3C)CC2)c1 (configuration not stated) | 0.9 | -9 | 1 | -1 | -1 | 0 | 1 | 1 | -1 | 13
O=C(CSc1nnc(CNC(=O)c2cccc(C(F)(F)F)c2)o1)NCc1ccco1 | -2.4 | 0 | 1 | -8 | -3 | 3 | -1 | 14 | -5 | 8
CCCC(=O)NCCCc1nc2ccccc2n1C(C)C | -0.9 | 0 | -2 | -1 | 1 | -3 | 1 | -4 | 0 | -7
Cc1nc(-c2ccccc2)nc(Cl)c1Cl | 0.3 | 0 | -3 | 7 | 2 | -4 | 11 | -2 | -2 | 4
C=CCn1c(COc2ccccc2)nnc1SCC(=O)Nc1ccc2c(c1)OCCO2 | -1.1 | -4 | 1 | -2 | 3 | 0 | -2 | 5 | -8 | 1
O=C1/C(=C/c2ccccn2)SC(=S)N1N1CCOCC1 | -2.0 | 0 | -2 | 2 | -2 | 0 | 3 | 8 | 0 | 4
C[C@H]1[C@@H](NC(=O)/C=C/c2ccccc2)CC[C@@]23CCCN2C(=O)CCC[C@@H]13 | x | x | x | x | 6 | 3 | -2 | x | -1 | x

(further entries)
SMILES | PG9 Ab binder | rCAG RNA binder | SMARCA2 activ | HTRA1 inhibitor | ABHD4 inh | Rev-erbA mod | GC-A act | ARFGAP1 inh | NPR2 activator | ASAP1 inh
COc1cccc(-c2nc(CS(=O)CC(=O)NCc3ccc(F)cc3)c(C)o2)c1 (configuration not stated) | -1.2 | -2 | -1 | -1 | 5 | -3 | -5 | -12 | 2 | -6
Cc1cc2oc(=O)cc(COC(=O)c3n[nH]c4ccccc34)c2cc1C | 4.8 | 5 | 3 | -10 | 2 | 23* | -3 | -9 | -1 | -3
CC(=NNC(=O)c1ccncc1)c1ccccc1O | -2.2 | 1 | -5 | 9 | 0 | -11 | -1 | -4 | 3 | -3
O=C(CCCCC(=O)OC1CCCCC1)OC1CCCCC1 | 1.9 | 0 | -4 | -6 | 0 | 2 | 3 | 2 | -1 | 3
COc1cccc(CN(c2ccccc2C(=O)O)S(=O)(=O)c2ccc(C)cc2)c1 | -2.8 | 15 | -1 | 1 | 0 | -2 | 0 | -1 | -16 | 9
OC1(c2cccc(C(F)(F)F)c2)CCN(c2ccc(-c3ccccc3)nn2)CC1 | -2.2 | -3 | 5 | -9 | 6 | -1 | -7 | 13 | -3 | -12
CCOC(=O)c1n[nH]c(=O)c2ccccc12 | -1.6 | -2 | 2 | x | 5 | 5 | 5 | -5 | 3 | -3
CCOC(=O)C1(C)CCN1C(=O)c1ccc(SC(F)(F)F)cc1 (configuration not stated) | 1.6 | 0 | 2 | x | -1 | -8 | 0 | 11 | 2 | 7
